# CRE Fsk mod – alters forskolin-stimulated CRE reporter signaling in CHO cells; CHO CRE-bla reporter (cAMP response element driving beta-lactamase), forskolin EC10, beta-lactamase ratio; Potency, µM (series often up to 38.2 µM), for the others: at the highest dose activity change, negative = inhibition, most hits filed as activators; 71,000 tested, 2.5% active; active = well fitted activation curve with a large enough effect in the signal ratio, with a control signal flat, not every such curve was filed as active; inconclusive = small, poorly fitted or top-dose-only effect, or effect the other way, or a change in a side signal; the % refers to the signal ratio; note: potency is the fitted concentration of half-maximal effect; % of control where 0% means no effect
#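 AC50 values, positive or negative, reflect shifts in EC10 NKH 477-induced CRE-bla reporter activity in CHO cells. Incubation lasted 3 h at 37 °C before CCF4 substrate (2 h, room temperature) and ratiometric 460/530 nm reading.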
# Ub-GFP proteasome – inhibits proteasome, raising ubiquitin-GFP reporter fluorescence. AID 526. Ubiquitin-GFP reporter cells, proteasome inhibition, GFP fluorescence; response scale: untreated = 0%, 10 µM MG-132 = 100%. Potency, µM (top dose mostly 45.9 µM), for the others: at the top dose activation (GFP accumulation), most hits filed as activators. 67,000 tested, under 10 active; active = well fitted activation curve with a large enough effect, not every such curve was filed as active; inconclusive = small, poorly fitted or top-dose-only effect, or another doubt; inactive = no such curve, though single readings can be large or run the other way; note: potency is the fitted concentration of half-maximal effect
#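 Proteasome block read as GFP accumulation: ubiquitin(G76V)-GFP U2OS cells exposed to compound (2.9 nM–46 uM) for 4 hr at 37 C. Normalization used untreated cells as 0% and 10 uM MG-132 as 100%; concentration-response curves fitted.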
# Pol III holo inh – blocks replication by bacterial DNA polymerase III holoenzyme; reconstituted DNA polymerase III holoenzyme replication, biochemical; Potency, µM (titrated, usually from 57.1 µM), without a hit: top-dose activity change, negative = inhibition; 71,000 tested, 0.25% active; AID 603; note: potency is the fitted concentration of half-maximal effect; % is set by controls: 0 for no effect and ±100 for the full control effect
#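 Reconstituted *E. coli* holoenzyme (0.35 nM Pol III, 1 nM beta, 154 nM SSB, 2 nM primase) was preincubated with compound for 15 min at RT. Synthesis on 1.4 nM ssM13Gori ran 35 min, then was stopped with PicoGreen/EDTA and read as dsDNA fluorescence.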
# Hsp90 Hop PPI – changes Hsp90-Hop TPR2A binding signal, up or down. AlphaScreen TPR2A-His6 binding biotin-Hsp90 C-terminal peptide. Potency, µM (doses to about 57 µM), inactives show top-dose activity change, negative = inhibition. 71,000 tested, 0.44% active; active = well fitted curve in either direction with a large enough effect; inconclusive = small, poorly fitted or top-dose-only effect, or another doubt; note: potency is the fitted concentration of half-maximal effect; % is set by controls: 0 for no effect and ±100 for the full control effect; many of its hits are not listed in these tables
# ERK AVP block – vasopressin-driven ERK pathway inhibition; HEK293-V1b, vasopressin-stimulated pERK AlphaScreen; Potency, µM (series often up to 57.5 µM), for the others: at the top dose activity, negative = inhibition, hits mostly inhibitors; 72,000 tested, 0.99% active; AID 995; note: potency is the fitted concentration of half-maximal effect; % is set by controls: 0 for no effect and ±100 for the full control effect; nearly all actives have a fitted effect of over 55% in size
#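 HEK293 cells stably expressing V1b receptor, preincubated 30 min at 37 °C with compound, then stimulated 5 min with 25 nM vasopressin. Phospho-ERK by AlphaScreen SureFire after 5 h RT; normalized to DMSO and vasopressin; AC50 by Hill fit.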
# Tau filament bind – binds recombinant human tau filaments; P10636; recombinant tau filaments, thioflavin S fluorescence, 15 h; filaments grown with octadecylsulfate alongside compound; Potency, µM (titrated, usually from 57.1 µM), without a hit: top-dose activity change, negative = inhibition; 71,000 tested, 2% active; AID 596;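 note: potency is the fitted concentration of half-maximal effect; % is set by controls: 0 for no effect and ±100 for the full control effect; actives lower thioflavin S fluorescence by blocking filaments or displacing dye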
# Target sequence (P10636 whole entry, looked up): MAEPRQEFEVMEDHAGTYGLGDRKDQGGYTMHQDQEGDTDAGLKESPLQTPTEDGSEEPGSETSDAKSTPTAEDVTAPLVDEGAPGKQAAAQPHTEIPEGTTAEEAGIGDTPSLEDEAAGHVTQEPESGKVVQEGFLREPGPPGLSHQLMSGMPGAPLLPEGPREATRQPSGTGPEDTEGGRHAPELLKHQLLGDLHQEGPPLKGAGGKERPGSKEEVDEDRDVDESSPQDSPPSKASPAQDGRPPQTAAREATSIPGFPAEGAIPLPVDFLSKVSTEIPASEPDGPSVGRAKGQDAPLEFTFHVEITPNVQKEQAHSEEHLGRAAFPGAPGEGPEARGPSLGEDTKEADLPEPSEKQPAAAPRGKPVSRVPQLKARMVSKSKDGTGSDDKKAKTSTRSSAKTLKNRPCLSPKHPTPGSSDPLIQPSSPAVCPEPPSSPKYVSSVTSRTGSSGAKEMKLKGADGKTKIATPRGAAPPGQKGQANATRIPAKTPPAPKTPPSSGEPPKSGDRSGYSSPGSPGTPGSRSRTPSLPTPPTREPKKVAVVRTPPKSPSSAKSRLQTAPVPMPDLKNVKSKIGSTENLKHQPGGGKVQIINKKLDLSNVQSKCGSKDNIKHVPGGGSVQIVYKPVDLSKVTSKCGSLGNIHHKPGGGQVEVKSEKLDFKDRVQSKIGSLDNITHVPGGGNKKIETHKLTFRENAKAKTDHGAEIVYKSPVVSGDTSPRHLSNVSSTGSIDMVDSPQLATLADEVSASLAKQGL
#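 Quantitative HTS: thioflavine S signal from ODS-induced tau filaments, excited at 450 nm, emission 510 nm. Conditions: 1 uM tau, 30 uM ODS, 15 h at 37 C, pH 7.4.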
# GFP derepression – epigenetic GFP locus derepression in mouse cells. mouse C127i GFP locus derepression, cytometry, 30 h. Potency, µM (titrated, usually from 46.1 µM), inactives show top-dose GFP derepression (activation). 68,000 tested, 0.09% active. AID 597; note: % of control where 0% means no effect
#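 Murine C127i mammary cells carrying a silenced, stably integrated CMV-driven GFP reporter were treated with compound for 30 hours at 37 C. After PBS washes, GFP-positive cells were counted by laser-scanning microplate cytometry.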
# HADH2 inhib – HADH2 (human) dehydrogenase inhibition; Q99714; recombinant HADH2, NADH fluorescence, beta-hydroxybutyryl-CoA; Potency, µM (top dose mostly 57.1 µM), for inactives: top-dose activity change, negative = inhibition, actives largely listed as inhibitors; 73,000 tested, 3.4% active; note: potency is the fitted concentration of half-maximal effect; % is set by controls: 0 for no effect and ±100 for the full control effect; nearly all actives have a fitted effect of over 60% in size; many of its hits are not listed in these tables
# Target sequence (Q99714 whole entry, looked up, one chain of several): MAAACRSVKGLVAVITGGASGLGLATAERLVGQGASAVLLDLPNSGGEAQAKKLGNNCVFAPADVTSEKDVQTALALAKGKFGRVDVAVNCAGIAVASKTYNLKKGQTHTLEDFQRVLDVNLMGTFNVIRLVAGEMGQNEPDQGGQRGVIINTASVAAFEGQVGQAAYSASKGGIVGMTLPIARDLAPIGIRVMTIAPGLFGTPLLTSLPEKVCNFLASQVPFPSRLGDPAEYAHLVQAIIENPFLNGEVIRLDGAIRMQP
#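 His-tagged recombinant enzyme from E. coli, 20 nM, preincubated 15 min RT with compound; reaction started with 1 mM NAD+ and 90 uM beta-hydroxybutyryl-CoA in 100 mM Tris-HCl pH 9.0. NADH fluorescence (ex 360/em 450) read over 4 min; last-minus-first difference.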
# 15-hLO inh – blocks human 15-lipoxygenase activity | purified 15hLO-1, xylenol orange hydroperoxide absorbance | 74,000 tested, 1.4% active | Potency, µM (top dose mostly 57.1 µM), without a hit: top-dose activity change, negative = inhibition, actives largely listed as inhibitors; note: potency is the fitted concentration of half-maximal effect; % is set by controls: 0 for no effect and ±100 for the full control effect; nearly all actives have a fitted effect of over 55% in size
#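 Readout: Fe(III)-xylenol orange absorbance, 573-to-405 nm ratio as reaction progress. Enzyme 40 nM purified human 15hLO-1, substrate 50 uM arachidonic acid, 6 min RT after 15 min compound preincubation; Hepes pH 7.5 buffer with Triton X-100.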
# HBB splicing – hemoglobin beta splicing modulation. Potency, µM (doses to about 46.1 µM), for inactives: top-dose activation, usual class: activators. HBB splicing reporter cell assay, activation; EGFP reporter with mutant IVS2-654 intron; response scale: normalised to 500 nM splice-correcting PNA. 65,000 tested, 0.06% active; note: potency is the fitted concentration of half-maximal effect; 0% is about no effect
#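 HeLa cells stably expressing EGFP interrupted by mutant beta-globin intron 2 (IVS2-654), 500/well in 2% FCS. Treated with compound for 2 days at 37C. Splicing correction scored as total well GFP intensity (488 nm excitation, 500-520 nm emission); 500 nM antisense PNA served as control.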
# FLuc inh – inhibitors of firefly luciferase | P08659 | purified firefly luciferase, luminescence, 8 min | Potency, µM (titrated, usually from 57.1 µM), inactives show top-dose activity change, negative = inhibition, most hits filed as inhibitors | 72,000 tested, 2.2% active | AID 411; note: potency is the fitted concentration of half-maximal effect; % is set by controls: 0 for no effect and ±100 for the full control effect; nearly all actives have a fitted effect of over 40% in size
#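 Titration-based qHTS; buffer 50 mM imidazole pH 7.2, 50 mM KCl, 7 mM MgCl2, 10 uM ATP, 0.01% Tween 20, 0.05% BSA; luciferase/luciferin detector mix added after compound; 8 min, ambient; luminescence.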
# * hit, by the source's call; i = inactive; ? = inconclusive; . = not tested or not shown; & = joins results of further samples; [ ] = another dose, or the depositor's remark. Unless noted, calls come from the whole dose curve; as a rule, active = well fitted curve in the direction sought with a large enough effect; inconclusive = small, poorly fitted or top-dose-only effect, or another doubt; inactive = no such curve, though single readings can be large; an effect the other way counts as inactive or inconclusive. An excerpt; the hit share may differ from the screen's.
SMILES,CRE Fsk mod,Ub-GFP proteasome,Pol III holo inh,Hsp90 Hop PPI,ERK AVP block,Tau filament bind,GFP derepression,HADH2 inhib,15-hLO inh,HBB splicing,FLuc inh
C[C@@]1([C@@H](NP(=O)(c2ccccc2)c2ccccc2)c2ccccc2)C[C@H]1CCO,-6%,.,1%,-3%,-37%,0%,.,-5%,2%,0.1%,.
CC(C)NC(=O)N1CCC2(CC1)CCN(C(=O)Oc1ccccc1)CC2,-1%,5%,-4%,2%,17%,6%,0%[9.22 µM],4%,0%,2.6%,2%[11.4 µM]
CCCS(=O)(=O)N1CCCC(C(=O)N2CCC3(CC2)OCCO3)C1 (stereo not given),-4%,-9%,-2%,-6%,13%,0%,4%,-1%,12%,0.0%,1%
C=CCN1C(=O)C2(C(C(=O)OCC)=C(N)Oc3c2c(=O)oc2ccccc32)c2ccccc21 (stereo not given),-21%,-2%,-7%,3%,-15%,-6%,-1%,1%,-8%,-2.8%,0%
CCN1CCN(P2(=O)C=C(c3ccccc3)OC(c3ccccc3)=C2)CC1,-10%,0%,-11%,0%,-17%,38%,2%,31%[activator],?,-6.9%,0%
O=C(O)c1nn(Cc2ccc(Cl)cc2Cl)c2ccccc12,0%&-4%,1%&-8%,-11%&-8%,1%&-8%,46%[activator],?,0%&-1%,-5%&12%,7%[25.6 µM],0.0%,0%&4%
COc1ccc(N)cc1,6%&-6%,.,-1%&-2%,1%&-3%,22%&15%,-6%&-12%,.,6%&-3%,-10%&-1%,-1.1%&-1.0%,.
CCN(CC)CCCN=Cc1c(O)n(-c2cccc(C)c2C)c(=O)[nH]c1=O,-16%,10%,-6%,2%,8%,-21%,3%,11%,12%,0.4%,2%
CC1(C)CC(=O)C=C(NCCN2CCN(C(=O)Cc3ccc(Cl)cc3)CC2)C1,-6%,0%,-4%,0%,-8%,0%,3%,6%,-2%,0.4%,-3%
NC(=S)Nc1ccccc1,-7%&-19%,.,-4%&4%,-5%&-3%,-4%&12%,-1%&9%,.,?,-14%&-5%,1.1%&1.0%,.
C=C[C@H]1CN2CC[C@@H]1C[C@H]2[C@@H](O)c1ccnc2ccccc12,-3%&-11%[17.1 µM],-2%&-3%[20.5 µM],-9%&-4%[25.6 µM],-3%&-3%[26 µM],-15%&-17%[25.7 µM],1%&0%[25.6 µM],10%&3%[20.6 µM],-1%&-6%[25.6 µM],16%&5%[25.6 µM],1.3%&-0.5%[20.6 µM],10%&4%[25.5 µM]
Cn1c(O)c(C=NCCCN2CCCC2=O)c(=O)n(C)c1=O,-4%,0%,-2%,0%,5%,4%,4%,9%,6%,0.1%[57.5 µM],-2%
O=Cc1ccc2c(c1)OCO2,-12%,.,-4%,-3%,24%,8%,.,5%,-1%,0.0%,.
CCOCCOC(C)=O,-2%,.,-10%,-11%,6%,2%,.,-9%,-3%,0.5%,.
CCC(=NCc1cccnc1)c1c(O)n(C2CCCCC2)c(=O)[nH]c1=O,?,6%,-1%,-2%,-14%,0%,0%,-3%,0%,1.8%,1%
c1csc(CN2CC3(CCNCC3)C2)n1,4%,-10%,-2%,0%,-9%,7%,-5%[9.22 µM],0%,6%,4.8%,0%[11.4 µM]
Cc1ccc(N2C(=O)NC(=O)C3(Cc4ccccc4N4CCCC43)C2=O)cc1 (stereo not given),-3%,-1%,-1%,-8%,-1%,-16%,2%,0%,-23%,-0.9%[57.5 µM],0%
C[C@H]1CC[C@@]2(NC1)O[C@@H]1C[C@@H]3[C@@H]4CC=C5C[C@@H](O)CC[C@]5(C)[C@@H]4CC[C@]3(C)[C@H]1[C@@H]2C,3%[7.6 µM],0%[9.17 µM],8%[11.4 µM],-2%[11 µM],12%[11.5 µM],7%[11.4 µM],2%[9.22 µM],4%[11.4 µM],30%[11.4 µM],-2.6%[9.22 µM],1%[11.4 µM]
COC1=CC(=O)O[C@@H](/C=C\c2ccccc2)C1,-3%[17.1 µM],-10%[20.5 µM],-4%[25.6 µM],-3%[26 µM],-14%[25.7 µM],6%[25.6 µM],-2%[20.6 µM],4%[25.6 µM],10%[25.6 µM],1.1%[20.6 µM],4%[25.5 µM]
COc1ccc(C=O)cc1OC,17%,.,-2%,0%,5%,2%,.,-3%,-3%,-0.3%,.
NC[C@@H](Cc1ccccc1)P(=O)(O)O,8%[7.6 µM],-3%[9.17 µM],19%[11.4 µM],-3%[11 µM],-5%[11.5 µM],2%[11.4 µM],-2%[9.22 µM],9%[11.4 µM],25%[11.4 µM],2.9%[9.22 µM],2%[11.4 µM]
CC[C@H](CO)NC(=O)[C@H]1C=C2c3cccc4[nH]cc(c34)C[C@H]2N(C)C1,?,3%,-9%,3%,.,55%,-2%[9.22 µM],32µM*,.,.,0%[11.4 µM]
CC(=O)N(C1=NCCCS1)c1ccc(F)cc1,2%,3%,-5%,-2%,0%,-2%,0%,-11%,-8%,-0.2%[57.5 µM],3%
O=C(Nc1ccc2c(c1)OCO2)c1cn(Cc2ccc(F)cc2)nn1,-5%,-2%,-4%,-22%,-4%,13µM*,-2%,3%,2%,.,-6%
Cc1ccc(C2SCC(=O)Nc3c2c(=O)[nH]n3C2CCOC(C)(C)C2)cc1 (stereo not given),-4%,0%,-8%,-5%,-4%,-7%,4%,-10%,8%,-1.5%,2%
N[C@@]1(C(=O)O)CC[C@H](C(=O)O)C1,?,-6%&-4%&-3%,-1%&-3%&-4%,2%&2%&-3%,-19%&-10%&6%,?,4%&6%&-1%,7%&9%&9%,?,.,2%&1%&2%
COC1=CC(=O)OC(CCc2ccccc2)C1 (stereo not given),-3%,.,0%,-3%,-23%,8%,.,0%,-2%,-0.7%,.
Cc1ccc(N)c(C)c1,-8%,.,0%,-2%,6%,5%,.,-2%,3%,-0.1%,.
Nc1c(C(=O)NCCN2CCOCC2)c2nc3ccccc3nc2n1Cc1ccco1,?,.,-14%,-5%,16µM*,i,-2%,25µM*,13µM*,1.1%[0.369 µM],-1%
CCCN(C/C=C\I)[C@@H]1CCc2ccc(O)cc2C1,-8%,-1%,-2%,-1%,-21%,?,-1%,-4%,4%[25.6 µM],.,3%
CCc1cccc2c(C#N)cn(CC(=O)N3CCOCC3)c12,-4%,4%,-3%,-4%,-2%,-11%,2%,9%,2%,-0.8%,1%
N#Cc1ccc(CN2CC[C@@]3(CCCNC3)C2)cc1,-11%,-12%,1%,1%,-10%,14%,-12%[9.22 µM],12%,1%,-1.4%,-1%[11.4 µM]
COc1cccc(-c2nc(CS(=O)CC(=O)N3CCC4(CC3)OCCO4)c(C)o2)c1 (stereo not given),?,4%,-8%,-5%,15%,-4%,-2%,-10%,10%,0.2%,-4%
CN[C@H](Cc1ccccc1)c1cccc(OC)c1O,-9%[7.6 µM],7%[9.17 µM],-5%[11.4 µM],-3%[11 µM],6%[11.5 µM],2%[11.4 µM],0%[9.22 µM],-3%[11.4 µM],-3%[11.4 µM],4.7%[9.22 µM],1%[11.4 µM]
CC(C)OC12Oc3ccccc3C=C1N1CCC2CC1 (stereo not given),-5%,-2%,?,1%,-14%,-2%,1%,-6%,9%,-0.1%[57.5 µM],-1%
COc1ccc(OC)c(CN2CCN(C(=O)COc3cccc(C)c3)CC2)c1,6%,0%,0%,-7%,-4%,-9%,1%,-5%,-1%,-2.0%,1%
OCCBr,-2%,.,-1%,-2%,6%,7%,.,-4%,-11%,-0.2%,.
CC(C)n1cnc2c(C(=O)N[C@H]3CN4CCC3CC4)cc(Cl)cc21,-12%,19%,-5%,1%,-8%,?,0%,6%,-6%[25.6 µM],.,0%
O=c1ccc(=O)[nH][nH]1,-10%,.,-2%,-1%,20%,3%,.,-7%,-3%,0.4%,.
COC(=O)[C@@]1(Cc2ccccc2)[C@H]2c3cc(C(=O)N(C)C)n(C)c3C[C@H]2CN1C(=O)c1ccccc1,-22%,.,-5%,-5%,2%,40%,.,7%,.,-2.8%,.
CCCCC/C=C\C/C=C\C/C=C\C/C=C\CCCC(=O)NCC(=O)O,-13%,-6%,-1%,-9%,15%,32%,-1%,?,2.5µM*,-0.9%,1%

# Screening results: PubChem, National Center for Advancing Translational Sciences (NCATS)
